Source: PubChem (several laboratories)
MsrA inh = bovine MsrA inhibition | purified bovine MsrA, absorbance read-out | inhibition, % at 15.5 µM | 0.75% of 360,000 active; in the data active = inhibition above about 4.5%;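 also: 0% = vehicle wells with enzyme and 100% = reference inhibitor wells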
SUMO1-SIM PPI = modulators of human SUMO1-mediated protein-protein interactions; AID 602429; P63165; inhibition, % at 20 µM; 0.33% of 360,000 active; SUMO1 binding to a labelled peptide, TR-FRET, 1 h; in the data active = inhibition above about 37%
Target sequence (P63165 whole entry, looked up): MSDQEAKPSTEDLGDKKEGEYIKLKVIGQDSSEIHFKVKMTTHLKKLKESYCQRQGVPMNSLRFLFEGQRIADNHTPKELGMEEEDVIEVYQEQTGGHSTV
Scp1 inh = inhibitors of human Scp-1 phosphatase. Q9GZU7. Recombinant Scp1, phosphopeptide, malachite green phosphate absorbance. 0.88% of 340,000 active. inhibition, % at 20 µM;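 active = inhibition above about 50% at 20 µM, limit read from the data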;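 also: plate controls were DMSO wells with enzyme for no effect and wells lacking enzyme for full effect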
Target sequence (Q9GZU7 76-261 limits assumed): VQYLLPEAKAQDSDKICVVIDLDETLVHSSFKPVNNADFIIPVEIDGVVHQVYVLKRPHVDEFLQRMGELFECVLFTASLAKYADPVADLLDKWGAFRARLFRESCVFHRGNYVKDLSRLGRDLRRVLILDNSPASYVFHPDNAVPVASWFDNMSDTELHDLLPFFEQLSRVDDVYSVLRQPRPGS
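Test system – truncated SCP-1 phosphatase (76-261aa) · Reagent – Phosphorylated 17-residue peptide substrate · Incubation – 45 min room-temperature reaction, 5 min colour, 30 min stabiliser · Detection – colorimetric phosphate reagent with accelerator and stabiliser, absorbance at 630 nm · Measure – % inhibition at 20 µM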
DNMT1 inh = DNMT1 (human) enzyme inhibition. P26358. DNMT1 molecular beacon, Hinp1I cleavage, fluorescence. inhibition (reported as % activation of signal), % at 10 µM. 0.83% of 360,000 active. AID 588458; in the data active = inhibition above about 50%
NadD block = blocks S. aureus nicotinate mononucleotide adenylyltransferase; purified NadD enzyme, colorimetric absorbance read-out; inhibition, % at 20 µM; 0.78% of 360,000 active; in the data active = inhibition above about 26%; also: some compounds past the cut are filed as inactive
CSN inh = CSN deneddylation inhibition. Q92905. Purified CSN, SCF-Nedd8-OG deneddylation, fluorescence polarization. inhibition, % at 12.5 µM. 0.38% of 360,000 active. AID 651999;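 active = pattern-corrected inhibition above about 35%, with an unprinted fluorescence ratio check between 0.5 and 1.5, limit read from the data, passing the limit was not always enough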;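 also: 0% = enzyme with substrate and 100% = substrate without enzyme; some results filed as inactive read as strong as hits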
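Test system: Human Csn5 produced in HEK293T cells | Compound: 12.5 µM single point | Times: 90 min, room temperature | Signal: Fluorescence polarization readout | Read-out basis: % inhibition of substrate cleavage by Csn5 | Controls: no-enzyme wells high, enzyme-with-substrate wells low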
STEP inh = STEP (human) phosphatase inhibition; P54829; recombinant STEP, OMFP fluorogenic substrate, fluorescence; inhibition, % at 20 µM; 0.25% of 360,000 active; AID 588621;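 active = inhibition at 20 µM, scaled per plate between control wells, above about 37%, limit read from the data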;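 also: 0% = DMSO with enzyme and substrate and 100% = substrate only without enzyme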
Target sequence (P54829 whole entry, looked up): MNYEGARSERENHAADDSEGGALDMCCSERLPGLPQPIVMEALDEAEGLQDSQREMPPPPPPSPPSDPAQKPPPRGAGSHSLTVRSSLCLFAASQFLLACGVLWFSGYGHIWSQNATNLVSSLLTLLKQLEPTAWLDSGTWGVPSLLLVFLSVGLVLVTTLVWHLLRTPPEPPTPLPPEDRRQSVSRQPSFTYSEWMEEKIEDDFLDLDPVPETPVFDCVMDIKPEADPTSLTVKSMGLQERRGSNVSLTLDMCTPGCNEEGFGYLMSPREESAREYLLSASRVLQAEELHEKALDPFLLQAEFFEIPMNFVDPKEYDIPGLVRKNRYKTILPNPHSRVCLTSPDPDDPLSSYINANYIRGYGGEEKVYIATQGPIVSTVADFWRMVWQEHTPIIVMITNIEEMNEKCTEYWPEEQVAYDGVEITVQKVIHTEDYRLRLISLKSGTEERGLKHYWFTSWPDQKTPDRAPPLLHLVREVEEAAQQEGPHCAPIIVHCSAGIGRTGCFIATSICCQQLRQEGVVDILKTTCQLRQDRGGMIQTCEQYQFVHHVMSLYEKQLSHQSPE
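Material: STEP (striatal-enriched tyrosine phosphatase) enzyme, cell-free | Medium: 50 mM Bis-Tris pH 6.0 with 2.5 mM DTT and 0.005% Tween 20 | Read-out: Percent inhibition scaled to no-enzyme and uninhibited-enzyme controls, plate-pattern corrected | Signal: Fluorescence read at 480 nm ex / 540 nm em | Times: 20 min reaction, room temperature, in the dark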
LMPTP block = LMPTP (human) inhibition; recombinant LMPTP-A, OMFP fluorogenic substrate, fluorescence intensity; inhibition, % at 20 µM; 0.22% of 360,000 active; AID 651560;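 active = compounds that cut the enzyme signal by at least half of the control window in the single-dose screen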;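 also: plate controls were DMSO wells with enzyme plus substrate for no effect and substrate without enzyme for full effect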
Target sequence (P24666 whole entry, looked up): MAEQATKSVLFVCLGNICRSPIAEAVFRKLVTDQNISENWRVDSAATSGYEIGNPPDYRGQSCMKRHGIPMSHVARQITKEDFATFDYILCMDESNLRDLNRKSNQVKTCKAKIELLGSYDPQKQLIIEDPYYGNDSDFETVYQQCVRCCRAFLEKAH
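Buffer or medium: Bis-Tris pH 6.0, DTT, detergent; Assay system: LMPTP-A enzyme; Quantity: 0.625 nM enzyme; Detection: endpoint fluorescence intensity; Times: 50 min dark incubation at room temperature; Controls: substrate-only low control, DMSO enzyme-plus-substrate high control; Doses: single 20 µM dose; Read-out: percent inhibition versus substrate-only and uninhibited controls; Reagent: 400 µM OMFP.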
Tb MetRS inh = Trypanosoma brucei MetRS inhibition. purified T. brucei MetRS, ATP depletion, Kinase-Glo luminescence. inhibition, % at 11.9 µM. 0.4% of 360,000 active;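 active = inhibition above a per-plate cutoff of the control wells' mean inhibition plus 3 SD, cut at about 5.5% in these data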;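 also: 0% = DMSO wells median and 100% = median of wells with control inhibitor compound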
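Test system: purified T. brucei MetRS enzyme. Also added: ATP, methionine and E. coli bulk tRNA substrates. Compound: 11.9 µM single point. Schedule: 15 min enzyme-compound preincubation, 2 h reaction, 10 min detection, 25 °C. Signal: luciferase luminescence of residual ATP, Kinase-Glo. Evaluation: percent inhibition versus plate control medians. Controls: DMSO wells, low control.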
Rpn11 inh = Rpn11 (human) deubiquitinase inhibition | O00487 | human 26S proteasome, Ub4-pepOG fluorescence polarization; 20S core pre-blocked with epoxomicin | calls only at 20 µM | 0.59% of 360,000 active | AID 588493;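 active = inhibition at 20 µM, scaled to each plate's controls, above about 33%, limit read from the data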
Numbers without * were called inactive; i = inactive; · = not tested or not shown; + = active, no number.

SMILES,MsrA inh,SUMO1-SIM PPI,Scp1 inh,DNMT1 inh,NadD block,CSN inh,STEP inh,LMPTP block,Tb MetRS inh,Rpn11 inh
COc1ccc(NC(=O)c2ccc(C)cc2Cl)c([N+](=O)[O-])c1,1.0,-18,-5,0,-5,5,0,-0.7,-0.8,+
Cn1c(=O)c2c(-c3cccc(Br)c3)c(C#N)c(N)nc2n(C)c1=O,1.4,13,-16,-1,-6,3,1,-1.5,0.4,i
C[C@H](NC(=O)c1nc[nH]c1C(=O)NCCCCCNC(=O)OC(C)(C)C)c1ccccc1,1.3,2,-4,-1,10,-7,-4,1.1,-0.4,i
Cc1ccc(CC(=O)N2CCOCC2)cc1,-1.1,1,6,-1,10,-1,-3,0.0,-0.1,i
CCc1cc2cc3c(cc2nc1SCC(=O)Nc1nccs1)OCO3,-0.1,-318,1,42,6,3,0,2.9,-0.3,i
CCCc1nc2sc3c(=O)n(N)cnc3c2c2c1CCCC2,-0.4,3,1,6,2,-4,-2,0.7,-0.8,i
CC(C)COP(=O)(c1ccc(N(C)C)cc1)C(O)c1cccnc1 (centres undefined),0.3,0,-5,1,4,4,3,-2.1,1.4,i
CC(C)C[C@H](NC(=O)N1CC(=O)Nc2ccccc21)C(=O)N[C@H](Cc1ccccc1)C(=O)O,0.5,2,10,4,6,3,2,-0.5,-1.6,i
CCN(C(=O)CSc1cccc[n+]1[O-])c1ccccc1,-0.6,-2,-4,1,-1,0,-3,-0.8,-0.4,i
CC(=O)N1CCc2cc(S(=O)(=O)NC(C(=O)N3CCN(c4ccccc4F)CC3)C(C)C)ccc21 (centres undefined),0.2,5,-2,-6,6,-6,2,-1.6,-0.9,i
O=C(Nc1ccncc1)c1cccc2ccccc12,1.3,-4,5,-2,1,-2,3,-2.5,-0.3,i
CC(=O)N1c2ccc(S(=O)(=O)N(C)CC(=O)NC3CCCCC3C)cc2CC1C (centres undefined),·,-4,19,-1,8,-6,-3,0.2,-0.6,i

4 compounds drawn at random from those above:
SMILES,MsrA inh,SUMO1-SIM PPI,Scp1 inh,DNMT1 inh,NadD block,CSN inh,STEP inh,LMPTP block,Tb MetRS inh,Rpn11 inh
CCc1cc2cc3c(cc2nc1SCC(=O)Nc1nccs1)OCO3,-0.1,-318,1,42,6,3,0,2.9,-0.3,i
Cn1c(=O)c2c(-c3cccc(Br)c3)c(C#N)c(N)nc2n(C)c1=O,1.4,13,-16,-1,-6,3,1,-1.5,0.4,i
Cc1ccc(CC(=O)N2CCOCC2)cc1,-1.1,1,6,-1,10,-1,-3,0.0,-0.1,i
C[C@H](NC(=O)c1nc[nH]c1C(=O)NCCCCCNC(=O)OC(C)(C)C)c1ccccc1,1.3,2,-4,-1,10,-7,-4,1.1,-0.4,i

Other compounds:
SMILES,MsrA inh,SUMO1-SIM PPI,Scp1 inh,DNMT1 inh,NadD block,CSN inh,STEP inh,LMPTP block,Tb MetRS inh,Rpn11 inh
CC1CN(CC(=O)NCc2ccc(F)cc2)CC(C)O1 (centres undefined),-0.4,-6,-9,1,-3,1,-2,-0.6,1.1,i
CN(Cc1ccccc1)c1cc(Cl)nc(N)n1,-0.5,-1,10,-1,-5,-4,0,-0.3,-0.2,i
CCOC(=O)N1CCN(CC(=O)N2c3ccccc3Sc3ccccc32)CC1,-0.7,-2,-12,-1,3,3,-3,-1.4,-0.2,i
CC1(c2ccccc2)NC(=O)N(CC(=O)Nc2ccccc2N2CCCC2)C1=O (centres undefined),-0.9,1,-6,3,-9,2,0,1.8,-0.3,i
Cc1ccc(-n2c(C)cc(C(=O)COC(=O)c3c(C)noc3C)c2C)cc1,0.9,-3,-12,-1,-8,1,6,3.6,0.0,i
COc1cccc2cc(-c3cn4cccc(C)c4n3)c(=O)oc12,0.8,-10,4,14,13,3,3,-0.6,-0.5,i
COc1ccc(OC)c(CNC(=O)C2CCN(S(=O)(=O)N3CCC(C)CC3)CC2)c1,-0.7,6,-11,1,-3,5,2,0.5,0.1,i
O=C(O)CCc1ccc(-c2cccs2)n1CC1CCCO1 (centres undefined),1.5,1,3,2,-1,1,-11,-0.9,-0.7,i
CCCCOc1ccc(C(=O)OC2CC(C)N(C)CC2C)cc1 (centres undefined),0.4,1,-2,2,-1,-1,0,-1.3,0.0,i
COc1ccc(C(=O)Nc2ccc(N3CCCC3)cc2)cc1Br,0.1,-12,-4,-3,24,3,-1,3.7,0.1,i
CSc1c[n+]2c(n1C)CCC2,1.1,0,32,2,16,0,-10,-1.7,0.7,i
O=C(COC(=O)c1ccc[nH]c1=O)NCCCc1ccccc1,0.8,2,-4,5,5,-4,-1,-1.2,-0.5,i

(listing goes on)
SMILES,MsrA inh,SUMO1-SIM PPI,Scp1 inh,DNMT1 inh,NadD block,CSN inh,STEP inh,LMPTP block,Tb MetRS inh,Rpn11 inh
CC1CCN(S(=O)(=O)N2CCC(C(=O)NCc3ccc4c(c3)OCO4)CC2)CC1,0.1,2,-7,0,-2,3,3,-2.3,-0.1,i
O=C(Nc1cnc2ccccn2c1=O)c1ccc(Cl)cc1Cl,1.5,-17,-7,0,1,-2,3,0.5,-0.3,i
O=C(COC(=O)c1ccc2c(c1)OCO2)NC1CCCCC1,-0.1,0,-5,-1,4,4,1,0.5,0.1,i
COc1ccc(C(CNC(=O)C(CCSC)NC(=O)c2ccccc2OC)N2CCCCC2)cc1 (centres undefined),-0.3,-1,-7,1,0,6,1,0.6,-0.2,i
Cc1onc(-c2ccccc2)c1C(=O)NNC(=S)NC(=O)/C=C/c1cccs1,1.0,-7,-11,-5,9,-1,-2,-1.5,-0.9,i
CC(=O)c1nn(-c2ccc(Cl)cc2)cc1C(=O)c1ccccc1,-0.3,3,-11,6,-12,0,-5,-1.1,-0.4,i
COc1ccc(-c2noc(C3CCCN(C(=O)c4c(F)cccc4F)C3)n2)cc1OC (centres undefined),1.4,0,0,2,-5,0,0,1.9,-1.3,i
Cc1cc(C=O)c(C)n1-c1sc2c(c1C(=O)O)CCCC2,-0.1,3,4,12,4,0,5,-0.3,-0.5,i
CCCCCC(=O)NC(=S)Nc1cccc(-c2nc3ncccc3o2)c1,2.4,-2,-6,4,-4,9,6,35,-0.7,i
O=C(CN(C(=O)c1csnn1)c1cccc(C(F)(F)F)c1)NCCc1ccccc1,-1.0,-4,-5,-1,0,-1,2,-0.9,0.9,i
CC(NC(=O)CN1C(=O)NC2(CCCC2)C1=O)c1ccc2ccccc2c1 (centres undefined),-0.2,-7,-4,0,-2,-1,4,-0.7,-0.2,i
CNC(=O)c1sc(N2N=C3/C(=C/c4ccccc4)CCCC3C2c2ccccc2)nc1C (centres undefined),·,-6,11,-15,8,15,8,5.6,-0.9,+

The results go on:
SMILES,MsrA inh,SUMO1-SIM PPI,Scp1 inh,DNMT1 inh,NadD block,CSN inh,STEP inh,LMPTP block,Tb MetRS inh,Rpn11 inh
CC(=O)Nc1cccc(-c2cc3c(c4c2ccn4C)C2CCC3O2)c1 (centres undefined),0.1,-18,·,3,-3,-6,-1,-0.6,-0.5,i
Cc1ccc(N2CCN(S(=O)(=O)c3ccc(F)c(C)c3)CC2)c(C)c1,-0.6,-2,-1,-4,6,6,6,3.5,-0.3,i
COC(=O)c1ccc(S(=O)(=O)N2CCCN(Cc3ccccc3)CC2)n1C,2.2,18,-9,-5,-2,1,0,-1.5,-0.1,i
COc1ccc(S(=O)(=O)N2CCCCCC2)cc1C(=O)N1CCN(c2ccccc2C)CC1,0.2,7,-5,-6,-4,-1,1,3.0,-0.1,i
Cc1ccc(OCCCCCN2CCOCC2)cc1,-0.2,4,13,1,0,-2,2,-1.2,0.9,i
CCOc1ccc(CN(C)C(=O)c2ccc(=O)[nH]c2)cc1,0.6,-1,2,-1,2,-8,0,-0.7,-0.2,i
O=c1c2ccccc2n(CC(O)CN2CCCCC2)c2ccccc12 (centres undefined),0.0,-15,0,6,0,-3,1,2.6,-0.3,i
COc1ccc(CN(C)C(=O)C2CSC3(C)CCC(=O)N23)cc1 (centres undefined),1.4,-41,-11,-5,1,1,-4,-10,0.2,i
COc1ccc(C(=O)Nc2ccc3c(c2)C(=O)N(C)C3=O)cc1OC,·,-8,4,-1,-9,2,-4,-1.6,-0.1,i
CSc1snc(SCC(N)=O)c1C#N,0.1,1,-3,2,3,1,2,-0.1,0.6,i
CCCC(=O)Nc1cc(OC)c(OC)cc1C(=O)O,-0.9,-2,19,3,0,-3,-1,-0.2,0.4,i
CC1(C)Cc2nc(NCCCO)c(C#N)cc2CO1,1.7,4,-5,-1,3,2,2,0.0,-0.1,i

Additional results:
SMILES,MsrA inh,SUMO1-SIM PPI,Scp1 inh,DNMT1 inh,NadD block,CSN inh,STEP inh,LMPTP block,Tb MetRS inh,Rpn11 inh
COC(=O)Cn1c(=O)c2c(nc(Br)n2Cc2ccccc2Cl)n(C)c1=O,-0.7,0,-2,1,-7,-2,3,-1.0,-0.7,i
COc1ccc(C2c3ccsc3CCN2C(=O)NC(C)(C)C)cc1 (centres undefined),2.5,1,-14,1,-6,-2,0,0.6,-0.6,i
O=C(Cn1cnc([N+](=O)[O-])n1)N/N=C/c1ccc2ccccc2c1,0.2,-19,-7,-3,-1,3,0,-1.0,-0.2,i
CCCOc1ccc(CC(=O)NNC(=S)Nc2ccccc2)cc1Br,0.5,-2,-10,-2,3,-1,0,-0.2,1.3,i
COc1cc(S(=O)(=O)N(Cc2ccccn2)Cc2ccccc2Cl)ccc1-n1cnnn1,1.8,-5,-1,-2,-3,-1,3,0.5,-0.3,i
CC(C)(C)NC(=O)c1ccccc1-c1nc(-c2ccccc2Cl)no1,-0.6,1,-12,-4,-4,2,-3,0.0,-0.7,i
CC(C)c1ccc(NC(=O)C(=O)C2C(=O)Nc3ccccc32)cc1 (centres undefined),-0.3,1,-11,1,10,7,2,1.0,-1.3,i
[O-]/[N+](=C\c1ccccc1)c1ccccc1,-0.3,-3,-2,-3,-3,-2,-3,-0.3,-0.3,i
O=C(CNC(=O)[C@@H]1Cc2ccccc2CN1)NC1CCCC1,-0.3,3,-5,1,-2,-6,-1,-0.1,-0.2,i
Cc1ccc(-c2nnc(N3CCOCC3)c3ccccc23)cc1S(=O)(=O)N(C)C,-0.9,3,-3,-3,-1,2,-1,-1.0,-0.8,i
O=C(NCCCN1CCN(c2cccc(Cl)c2)CC1)c1nc(-c2ccncc2)no1,0.0,1,-7,3,-3,6,-3,-0.3,0.7,i
O=c1cc(-c2ccccc2Cl)oc2c(NS(=O)(=O)c3cccs3)ccc(O)c12,2.0,1,-14,0,-1,0,-3,1.9,-0.2,i
